# Screening results from PubChem BioAssay.
# KDM5B inh: Primary screen for KDM5B Histone Demethylases FDH-coupled qHTS. Lysine-specific demethylase 5B (Homo sapiens), Q9UGL1. KDM5B demethylase, FDH-coupled NADH fluorescence (FDH is formaldehyde dehydrogenase). Potency, µM (top dose mostly 57.7 µM), inactives show at the top dose activity change, negative = inhibition, usual class: inhibitors. 220,000 tested, 2.6% active. AID 1347165, 2019; active means well fitted inhibition curve with a large enough effect; inconclusive means small, poorly fitted or top-dose-only effect; inactive means no such curve, though single readings can be large or run the other way; further: 0% is about no effect; nearly all actives have a fitted effect of over 70% in size
# Target sequence (Q9UGL1 whole entry, looked up): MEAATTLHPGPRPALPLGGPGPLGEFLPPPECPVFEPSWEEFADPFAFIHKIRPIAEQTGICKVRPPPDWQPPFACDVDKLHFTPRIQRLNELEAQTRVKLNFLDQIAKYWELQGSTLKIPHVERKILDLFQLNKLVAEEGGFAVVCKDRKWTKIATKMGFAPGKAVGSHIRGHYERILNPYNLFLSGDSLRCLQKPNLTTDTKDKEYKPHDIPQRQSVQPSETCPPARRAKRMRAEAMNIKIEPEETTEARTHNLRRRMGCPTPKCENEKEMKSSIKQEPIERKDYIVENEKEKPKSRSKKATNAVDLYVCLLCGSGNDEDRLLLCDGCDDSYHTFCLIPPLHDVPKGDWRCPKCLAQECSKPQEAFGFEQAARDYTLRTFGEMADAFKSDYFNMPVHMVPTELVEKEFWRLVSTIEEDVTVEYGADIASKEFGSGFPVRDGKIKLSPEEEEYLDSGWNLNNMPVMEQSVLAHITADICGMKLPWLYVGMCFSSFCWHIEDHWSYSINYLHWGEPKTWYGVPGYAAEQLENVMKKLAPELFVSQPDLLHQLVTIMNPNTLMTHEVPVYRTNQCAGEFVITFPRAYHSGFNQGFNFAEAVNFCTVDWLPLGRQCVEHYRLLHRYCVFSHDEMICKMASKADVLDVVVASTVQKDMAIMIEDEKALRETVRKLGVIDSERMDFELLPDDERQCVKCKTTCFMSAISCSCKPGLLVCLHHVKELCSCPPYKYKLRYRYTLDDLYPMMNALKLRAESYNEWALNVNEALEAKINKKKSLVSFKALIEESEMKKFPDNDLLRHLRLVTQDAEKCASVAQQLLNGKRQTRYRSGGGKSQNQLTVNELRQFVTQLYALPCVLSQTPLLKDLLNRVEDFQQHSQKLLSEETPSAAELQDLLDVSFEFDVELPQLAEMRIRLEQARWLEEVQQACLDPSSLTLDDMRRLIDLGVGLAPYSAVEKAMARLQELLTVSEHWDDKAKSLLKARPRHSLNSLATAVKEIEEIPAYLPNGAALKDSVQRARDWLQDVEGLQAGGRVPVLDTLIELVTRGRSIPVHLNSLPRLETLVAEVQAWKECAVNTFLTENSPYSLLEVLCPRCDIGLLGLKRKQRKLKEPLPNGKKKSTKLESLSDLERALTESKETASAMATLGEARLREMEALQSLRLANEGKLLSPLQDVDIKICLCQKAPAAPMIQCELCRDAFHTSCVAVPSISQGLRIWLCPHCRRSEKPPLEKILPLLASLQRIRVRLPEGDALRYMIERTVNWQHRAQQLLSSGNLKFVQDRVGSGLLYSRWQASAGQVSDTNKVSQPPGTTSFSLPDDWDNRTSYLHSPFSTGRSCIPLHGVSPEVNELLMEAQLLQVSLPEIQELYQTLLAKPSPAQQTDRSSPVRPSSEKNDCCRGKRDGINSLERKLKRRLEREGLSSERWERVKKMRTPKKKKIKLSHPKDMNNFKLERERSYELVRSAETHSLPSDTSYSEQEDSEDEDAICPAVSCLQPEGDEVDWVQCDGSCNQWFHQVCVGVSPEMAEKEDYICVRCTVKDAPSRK
#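 Coupled FDH/NAD⁺ fluorescence readout. KDM5BΔAP 200 nM final; compound titration, 10 min RT preincubation; substrate mix 12.5 µM H3K4me3, 25 µM 2-OG, 50 µM Fe(II), 100 µM ascorbate, 0.25 mM NAD⁺, 0.25 U/mL FDH; ΔRFU over 30 min.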
# The depositor's hits bear a star; ? = inconclusive; [ ] = another dose, or the depositor's remark. Potency means the concentration at half of the fitted maximal effect. Not all compounds are listed (hit frequency here may not be typical).
item	smiles	KDM5B inh
1	CCc1nc2c(c(-c3ccc(O)cc3)n1)CN(CCC(C)C)CC2	0%[86.2 µM]
2	Cc1ccc(Cl)cc1NC(=O)Cn1nc2c(cc1=O)CC(C)CC2 (centres undefined)	-9%
3	Cc1ccc2cc(CCC(=O)NCc3cccs3)c(=O)[nH]c2c1	?
4	COc1ccc(-c2ccccc2NC(=O)C2CCCN(Cc3c(O)cccc3OC)C2)cc1 (centres undefined)	22%
5	Cc1ccc(NS(=O)(=O)c2ccc3c(c2)N(C)C(=O)CC(=O)N3C)cc1Cl	-19%
6	COc1ccccc1C(=O)NC(CCSC)C(=O)NNC(=O)c1csc(N2CCOCC2)n1 (centres undefined)	?
7	O=C1NCCCCCCN(Cc2ccncc2)[C@@H]2CN(S(=O)(=O)c3cccc(F)c3)CC[C@H]12	-28%
8	Oc1ccccc1CN1CCNc2cnc(Oc3ccccc3)cc2C1	?
9	CN1C(=O)CS(=O)(=O)C12CCN(C(=O)c1ccc(F)cc1)CC2	4%
10	Cc1cnc(C(=O)N2CCC(Cc3ccc(C(N)=O)cc3)CC2)cn1	15%
11	CN1CCCC1c1nc(C2CN(C(=O)c3ccco3)C2)no1 (centres undefined)	-34%
12	N#Cc1nc(COc2cccc(Cl)c2)oc1NCc1ccco1	-3%
13	C[C@@H]1CN(C(=O)c2cccc(OCC(N)=O)c2)C[C@]1(C)O	-6%
14	CC(C)c1noc(-c2ccccc2OCC(=O)Nc2cccc([N+](=O)[O-])c2)n1	-13%
15	Cc1ccc(C(=O)N[C@H]2CO[C@H]3[C@@H]2OC[C@@H]3Nc2nccc(C(C)(C)C)n2)cc1	10%[86.2 µM]
16	Cc1noc2c(-c3cccnc3)cc(-c3cccs3)nc12	?
17	C#CCN1CC(N(C)CCOC(=O)c2ccc([N+](=O)[O-])cc2)CS1(=O)=O (centres undefined)	34%[activator]
18	Cc1ccccc1C(=O)N1CCC(C(=O)Nc2ccc(C(C)C)cc2)CC1	-3%
19	O=C(Nc1c(NC2CCCC2)c2ccccc2oc1=O)c1ccc(C(F)(F)F)cc1	12%
20	O=C(CC1N=C2c3ccccc3N=C(SCc3ccc(Cl)cc3)N2C1=O)NC1CCCCC1 (centres undefined)	-10%
21	CC(CNC(=O)CN1C(=O)NC2(CCOc3ccccc32)C1=O)c1ccccc1 (centres undefined)	13%
22	O=C(Cc1ccccn1)N1CCC(c2nn(-c3ccccc3)c(=O)[nH]2)CC1	-1%
23	CCOC(=O)CN(C(=O)CNC(=O)c1ccco1)C(C(=O)NC1CCCCC1)c1cccnc1 (centres undefined)	29%
24	CCc1ccc(OCC(O)Cn2nc(-c3ccc(F)cc3)oc2=O)cc1 (centres undefined)	-1%
25	CSc1ccc(CCNC(=O)c2ccc3c(Cl)c4c(nc3c2)CCCC4)cc1	-31%
26	O=C(NC(=S)NCCc1ccccc1)c1ccc(Cl)cc1	8%
27	Cc1ccc(NC(=O)C(=O)c2c(C)n(C)c3ccccc23)cc1F	10%
28	COc1ccc(NC(=O)CSc2nc(-c3cc(OC)c(OC)c(OC)c3)[nH]c2-c2ccc(F)cc2)cc1	?
29	CCCCn1c(N)c(N(C)C(=O)Cn2c(CC)nc3ccccc32)c(=O)[nH]c1=O	-9%
30	COC(=O)C1CCCCN1S(=O)(=O)c1cc(C)ccc1F (centres undefined)	4%
31	CCOC(=O)C1CCN(C(=O)c2cccc3c2CCN3C(=O)Nc2ccccc2)CC1	-6%
32	CCCC12CN3CC(CCC)(CN(C1)C3c1ccc(OC(C)C)cc1)C2=O (centres undefined)	-23%
33	CC(=O)Nc1nonc1-c1nnc(SCC(=O)Nc2cc(Cl)ccc2C)n1C	5%
34	COc1ccc(NC(=O)Cn2cccc2-c2nc(-c3ccc(F)cc3)no2)cc1Cl	-10%
35	O=C(c1ccc2ccccc2n1)N1CC2CC(C1)[C@H]1CCCC(=O)N1C2 (some centres undefined)	-10%
36	CC1(C)Cc2sc3c(=O)n(Cc4ccc(Cl)cc4Cl)cnc3c2CO1	4%
37	S=C(NNc1ccnc2cc(Cl)ccc12)Nc1ccc(Cl)cc1Cl	?
38	CCOc1ccc(C(=O)N2CCC[C@H]2c2nc(-c3ccc(OC)c(OC)c3)no2)cc1	?
39	Cc1ccc(N2CCN(C(=O)c3cccn4c(=O)c5ccc(Cl)cc5nc34)CC2C)cc1 (centres undefined)	-18%
40	COCCNC(=O)[C@@H]1C[C@H](Oc2cccnc2)CN1C(=O)CCc1c[nH]c2ccccc12	?

# Laid out differently: results already given.
No.	KDM5B inh	Compound
36	4%	CC1(C)Cc2sc3c(=O)n(Cc4ccc(Cl)cc4Cl)cnc3c2CO1
37	?	S=C(NNc1ccnc2cc(Cl)ccc12)Nc1ccc(Cl)cc1Cl
38	?	CCOc1ccc(C(=O)N2CCC[C@H]2c2nc(-c3ccc(OC)c(OC)c3)no2)cc1

# Going on with the list:
item	smiles	KDM5B inh
41	O=C(O)c1cccc(NC(=O)c2cccc(S(=O)(=O)Nc3cccc(F)c3)c2)c1	4%
42	CCN(CC)c1nc2ccccc2nc1C(=O)Nc1cc(OC)cc(OC)c1	-2%
43	Cc1cccc(OCCCC(=O)Nc2sc3c(c2C(N)=O)CCC(C)C3)c1 (centres undefined)	?
44	O=c1oc2cc(O)ccc2cc1-c1nc(-c2ccc(Cl)c(Cl)c2)cs1	-20%
45	CC1=C(C(=O)Nc2cccc(Cl)c2C)C2(CCCCCC2)OC1=O	-11%
46	CCn1c(Cn2ccnc2)nnc1C1CCN(Cc2ccc(F)c(F)c2)CC1	6%
47	CCCN(CCC)C(=O)c1cc2cc(Br)ccc2oc1=O	18%
48	Cc1noc(C2CCCCCN2C(=O)Nc2ccccc2)n1 (centres undefined)	-8%
49	CN(Cc1cccc(C(F)(F)F)c1)Cc1ccccc1C(F)(F)F	16%[86.2 µM]
50	CCOC(=O)c1c(C)oc2nc(C)nc(NCCc3ccc(S(N)(=O)=O)cc3)c12	-14%
51	Cc1ccccc1COc1ccc(C(=O)O)cc1	3%
52	CC(C)OCCCNC(=S)NCCc1ccccc1	1%
53	COC(=O)c1ccc2c(c1)nc1n2[C@@H](CNCc2cccnc2)COC1	4%[86.2 µM]
54	Cc1noc(C)c1S(=O)(=O)N1CCC(c2noc(-c3ccccc3)n2)C1 (centres undefined)	-16%
55	Cc1onc(-c2ccc(Cl)cc2)c1-c1ccnn1S(=O)(=O)c1cccc(C(F)(F)F)c1	19%
56	COc1ccc(S(=O)(=O)N(CC(=O)Nc2cccc(C(F)(F)F)c2)c2ccc(C)cc2)cc1	-16%
57	O=C(c1ccc(F)cc1)N1CCN(CCc2ccncc2)CC1	-13%
58	CC(C)N1C[C@@H]2C[C@H]1C(=O)N(Cc1cccnc1)c1ccccc1O2	?
59	Cc1ccccc1C(=O)Nc1ccc(Cl)cc1C(F)(F)F	28%
60	COc1ccc(-c2noc(CN3CCN(c4ccccc4OC)CC3)n2)cc1OC	-13%
61	Cc1nc2sccn2c(=O)c1S(=O)(=O)NCc1ccccc1	?
62	CC1CCN(C(=O)c2ccccc2NC(=O)c2nsc3ccccc23)CC1	-15%
63	C[S+](=O)([O-])N1CC2(Cc3ccccc31)CN(C(=O)c1cccc(Cl)c1)C2	-14%
64	Cc1oc(-c2cccs2)nc1CC(=O)N1CCC(NC(=O)c2ccccc2)CC1	?
65	O=C(CSc1nc2c(c(=O)[nH]1)CN(Cc1ccc3c(c1)OCO3)CC2)Nc1cccc(Cl)c1	-6%
66	Cn1c(SCc2cc(Cl)c3c(c2)OCCO3)nnc1-c1cccnc1	11%
67	CC(=O)c1ccc(NS(=O)(=O)c2cccc(C)c2)cc1	-2%
68	Cc1ccc(NC(=O)C2CCCN(S(=O)(=O)c3cccs3)C2)c(C)c1 (centres undefined)	-5%
69	COc1cc(OC)cc(C(=O)N2CCC(C(=O)O)CC2)c1	16%
70	c1ccc(C2(c3ccccc3)CCCN(CCCn3cnnn3)C2)cc1	-9%
71	COc1ccc2c(CNCCc3cccs3)c(C(=O)O)n(Cc3ccccc3)c2c1	?
72	CCNC(=O)N1C[C@@H](F)[C@@H](OCc2nc3ccc(F)cc3[nH]2)C1	-2%[86.2 µM]
73	CN(Cc1ccccc1NC(=O)Cc1ccc(C(F)(F)F)cc1)C1CCCCC1	6%
74	CC(C)c1ccc(NC(=O)CN2C(=O)c3cccc4cccc2c34)cc1	?
75	CCN1CCN(C(=O)Cn2ncc3c4ccccc4n(Cc4ccccc4F)c3c2=O)CC1	-22%
76	COCc1cc(C[C@@H]2CC[C@H](O)[C@@H](CNC(=O)N3CCOCC3)O2)no1	-9%[86.2 µM]
77	Cc1nc(-n2nc(C)c(Cc3ccc4c(c3)OCO4)c2C)sc1C(=O)Nc1ccc(Cl)cc1	-6%
78	COC(=O)c1cc(NCc2ccc(Cl)c(Cl)c2)ccc1N1CCOCC1	?
79	C=CCN(CC(N)=O)Cc1cccs1	4%
80	O=C(c1c(F)cccc1F)N1CCC2(CC1)NC(=O)N(Cc1ccc(F)cc1)C2=O	19%
81	COc1cccc(Nc2cnc3ccc(-c4ccc(F)cc4)nn23)c1	?
82	Cc1ccc(-n2ncc(C(=O)NCCCN3CCN(C)CC3)c2C2CCN(C(=O)OC(C)(C)C)CC2)c(C)c1	1%
83	O=C(c1ccccc1F)N1CCC(c2nc(C3CCOCC3)no2)CC1	-4%
84	COc1cc(NC(=O)N(Cc2ccco2)C2CCN(C(C)=O)CC2)cc(OC)c1OC	-35%
85	N#Cc1ccc(/C=C2\CSc3ccccc3C2=O)cc1	?
86	Cn1c([C@H]2CCN(Cc3ncc[nH]3)C2)nc2ccccc21	35µM*
87	CCOc1cc(C2C(C(=O)Nc3ccc(OC)cc3)=C(C)Nc3nc(SC)nn32)ccc1O (centres undefined)	-22%
88	COc1cccc(-c2cc(C(=O)NCc3c(C)cc(C)[nH]c3=O)c3c(c2)ncn3C)c1OC	-21%
89	COc1cc(OC)c(NC(=O)CC(C)S(=O)(=O)c2ccc3c(c2)NC(=O)CO3)cc1Cl (centres undefined)	?
90	O=C(NCc1ccncc1)C1CN(Cc2ccoc2)CC12CCOCC2 (centres undefined)	?
91	COc1ccccc1-c1coc2cc(OCc3ccccc3)ccc2c1=O	16%
92	COc1cc(NC(=O)c2noc3c2CSc2ccccc2-3)cc(OC)c1OC	?
93	CC(C)c1ccc(NC(=O)CN2C(=O)NC3(CCCCC3)C2=O)cc1	-8%
94	Cc1oc(-c2cccs2)nc1CN1CCOC(Cc2ccccc2)C1 (centres undefined)	?
95	CC(CCc1ccccc1)NC(=O)CSc1n[nH]c(-c2ccccc2Cl)n1 (centres undefined)	-7%
96	COc1ccc(C2C(c3ccccc3)=C(O)C(=O)N2CCc2ccccc2)cc1OC (centres undefined)	?

# Continued:
item	smiles	KDM5B inh
97	Cc1ccc(OCc2nc(C3CCN(C(=O)c4ccncc4)CC3)no2)cc1	-13%
98	CC(C(=O)N(C)C)N1CCc2onc(C(c3ccccc3)c3ccccc3)c2C1 (centres undefined)	?
99	COc1ccc(C(=O)N[C@H](c2cnn(C)c2)C2CC(O)C2)c(F)c1F (some centres undefined)	7%
100	CCNc1cc(C(=O)N2CCOCC2)c2ccccc2n1	?
101	CCOC(=O)c1cn[nH]c1S(=O)(=O)N1CCCC(C)C1 (centres undefined)	13%
102	COc1ccc(CCC(=O)N2CCN(C(=O)c3ccccc3)CC2)cc1	14%
103	Cc1ccc(C2Cn3cnc(C(=O)N4CCC(C(=O)NCc5cccc(F)c5)CC4)c3CO2)cc1 (centres undefined)	-14%
104	O=C(C1CCOCC1)N1CC(c2nnc(-c3ccncc3)o2)C2(CCOCC2)C1 (centres undefined)	15%
105	Cn1cc(CC(=O)N2CCCc3ncc(C(=O)NCc4ccoc4)cc32)c2ccccc21	?
106	Cn1nccc1CN1CCC2(CC1)CC(=O)N(c1ccccc1)c1ccccc1O2	11%
107	Cn1c(=O)n(C)c2cc(N3CCCC3)c(NC(=O)Nc3ccccc3)cc21	-9%
108	COc1ccc(CNC2(Cc3cc(-c4ccccc4)on3)COC2)cc1	-14%[86.2 µM]
109	C/C(=C\c1ccccc1)CN1CCCCC12Cc1ccccc1CNC2=O (centres undefined)	-14%[115 µM]
110	COc1ccc(OC)c(NC(=O)CCn2ccn3nc4c(c3c2=O)CCCC4)c1	-21%
111	CC(=O)Nc1cc(C(=O)N2CCN(C3CCCCC3)CC2)c2ccc(C)nc2c1	?
112	CC(Oc1cccc(F)c1)C(=O)NCCc1ccccn1 (centres undefined)	15%

# Looked up above:
# KDM5B inh with entry 109 → -14%[115 µM]
# KDM5B inh with entry 106 → 11%
# KDM5B inh with entry 112 → 15%

# Next section
item	smiles	KDM5B inh
113	COc1ccc(Br)cc1C1N2CC3(C)CN1CC(C)(C2)C3=O (centres undefined)	-13%
114	OCc1cc2n(n1)CCCN(Cc1cccc(OCc3ccccn3)c1)C2	28%
115	Cc1ccc(NC(=O)c2nn(Cc3ccccc3)c(=O)c3ccccc23)cc1	15%
116	O=[N+]([O-])c1ccc(N/N=C/c2ccccc2O)cc1	-7%

# Fetched by compound from the list above, six records:
item	smiles	KDM5B inh
104	O=C(C1CCOCC1)N1CC(c2nnc(-c3ccncc3)o2)C2(CCOCC2)C1 (centres undefined)	15%
25	CSc1ccc(CCNC(=O)c2ccc3c(Cl)c4c(nc3c2)CCCC4)cc1	-31%
20	O=C(CC1N=C2c3ccccc3N=C(SCc3ccc(Cl)cc3)N2C1=O)NC1CCCCC1 (centres undefined)	-10%
80	O=C(c1c(F)cccc1F)N1CCC2(CC1)NC(=O)N(Cc1ccc(F)cc1)C2=O	19%
88	COc1cccc(-c2cc(C(=O)NCc3c(C)cc(C)[nH]c3=O)c3c(c2)ncn3C)c1OC	-21%
106	Cn1nccc1CN1CCC2(CC1)CC(=O)N(c1ccccc1)c1ccccc1O2	11%
